Screening data from PubChem BioAssay.
IEC-6 tox: counter-screen for KLF5 inhibitors: cytotoxicity in IEC-6 cells; AID 1825; inhibition, % at 5 µM; IEC-6 cytotoxicity, luminescence viability; 0.78% of 290,000 active; in the data active = inhibition above about 22%;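 also: 0% = plate median of test compound wells and 100% = cytotoxic reference compound wells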
TRPC4 agonist: opens the mouse TRPC4 cation channel | HEK293 TRPC4beta/mu-opioid, Fluo4 calcium fluorescence; active compounds read high | B-score at 10 µM | 0.49% of 310,000 active;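 active = B-score above 5 SD of library B-scores, and initial fluorescence ratio not above library mean plus 5 SD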;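 also: positive B-score marks a calcium rise read as TRPC4 activation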
Target sequence (Q9QUQ5 whole entry, looked up): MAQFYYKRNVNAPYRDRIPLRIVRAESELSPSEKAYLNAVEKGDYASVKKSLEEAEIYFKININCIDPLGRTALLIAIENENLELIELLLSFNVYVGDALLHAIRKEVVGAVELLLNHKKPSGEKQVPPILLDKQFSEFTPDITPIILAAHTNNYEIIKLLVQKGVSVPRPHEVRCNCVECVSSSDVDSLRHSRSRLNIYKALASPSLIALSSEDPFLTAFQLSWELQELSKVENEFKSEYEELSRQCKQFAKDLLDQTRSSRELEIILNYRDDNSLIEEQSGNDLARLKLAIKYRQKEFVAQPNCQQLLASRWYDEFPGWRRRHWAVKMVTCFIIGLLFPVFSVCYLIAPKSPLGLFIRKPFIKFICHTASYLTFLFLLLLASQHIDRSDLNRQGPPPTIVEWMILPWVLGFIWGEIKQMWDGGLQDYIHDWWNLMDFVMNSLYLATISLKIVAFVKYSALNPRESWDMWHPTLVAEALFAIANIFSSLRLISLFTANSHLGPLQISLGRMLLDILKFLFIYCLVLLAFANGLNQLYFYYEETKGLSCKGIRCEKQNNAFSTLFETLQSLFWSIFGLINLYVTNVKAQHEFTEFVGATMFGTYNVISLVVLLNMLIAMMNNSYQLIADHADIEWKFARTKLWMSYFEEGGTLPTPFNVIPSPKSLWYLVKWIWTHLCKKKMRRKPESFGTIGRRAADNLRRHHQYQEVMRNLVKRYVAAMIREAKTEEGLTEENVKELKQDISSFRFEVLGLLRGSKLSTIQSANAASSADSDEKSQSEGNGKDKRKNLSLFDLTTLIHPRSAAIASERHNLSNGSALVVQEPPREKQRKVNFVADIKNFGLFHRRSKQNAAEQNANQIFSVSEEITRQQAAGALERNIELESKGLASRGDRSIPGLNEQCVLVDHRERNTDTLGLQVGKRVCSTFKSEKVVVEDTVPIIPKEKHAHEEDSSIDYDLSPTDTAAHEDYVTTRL
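system = HEK293 cells stably co-expressing mouse TRPC4beta and mu-opioid receptor | schedule = Fluo4 dye loading 45 min at room temperature, 110 s recording | measure = B-scored integrated calcium fluorescence ratio | signal = Fluo4 calcium-sensitive dye fluorescence, kinetic, 1 Hz baseline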
TRPC6 activator: activates the mouse TRPC6 cation channel. B-score at 10 µM. HEK293-TRPC6 membrane potential dye fluorescence; active compounds read high. Q61143. 0.13% of 310,000 active;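 active = B-score of the integrated fluorescence ratio above library mean plus 3 SD, and starting fluorescence ratio within library mean plus 5 SD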;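 also: higher score means more depolarization so channel activation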
MrgX1 antagonist: antagonists of human MrgX1 receptor | AID 588676 | B-score at 10 µM | Q96LB2 | MRGX1-HEK293 calcium flux, Fluo-4, BAM8-22 antagonism; active compounds read low | 1.3% of 310,000 active;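 active = calcium-response B-score plate-corrected more than 3 library SD below zero, starting fluorescence within 5 deviations, no agonist response on first addition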;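 also: peak minus trough fluorescence over baseline after final BAM8-22 challenge near maximal dose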
TRPC4 inh: TRPC4 (mouse) channel inhibition; Q9QUQ5; HEK293 TRPC4beta/mu-opioid, DAMGO-evoked Fluo4 calcium flux; active compounds read low; B-score at 10 µM; 0.39% of 300,000 active;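 active = B-score over 3 SD under the library average, no early fluorescence shift, positive overall ratio signal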
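System: stable TRPC4beta/mu-opioid receptor HEK293 cells; Dosing: single-point compound dosing; Measured by: Fluo4 Ca2+ flux fluorescence; Read-out basis: per-well B score of integrated baseline-normalized Fluo4 ratio.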
HIF activator: HIF pathway transcriptional activation; 0.32% of 300,000 active; U2OS HRE-luciferase reporter, luminescence; normalized: DMSO 0%, desferrioxamine 100%; activation, % at 7.5 µM (by protocol);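 active = mean activation of at least 10% of the iron chelator positive control signal, with at least half of replicates also reaching 10%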
TRPC6 inh: inhibitors of mouse TRPC6 channel; AID 2553; 1.1% of 310,000 active; HEK293-TRPC6, membrane potential dye, ACh-evoked depolarization; active compounds read low; B-score at 10 µM; Q61143;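 active = B-score under library mean minus 3 SD, initial fluorescence not abnormally high, positive integrated signal ratio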;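 also: B-score derived from integrated fluorescence ratio over the kinetic read; more negative B-score means stronger inhibition of depolarization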
SKKanGAS inh: SKKanGAS growth inhibition; S. pyogenes SKKanGAS, kanamycin growth, BacTiter-Glo, 6 h; inhibition, % at 7.5 µM; 1.3% of 300,000 active; AID 1662;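 active = mean replicate score, as percent of positive control median, at least 50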;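 also: strain carries kanamycin resistance gene driven by streptokinase promoter and grows in 40 µg/ml kanamycin; loss of luminescence reflects streptokinase promoter inhibition or plain growth inhibition; 0% = median of DMSO wells and 100% = positive control at its reference dose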
TRPC4 PAM: TRPC4 (mouse) allosteric potentiation. HEK293 TRPC4beta/mu-opioid, DAMGO EC20, Fluo-4 Ca2+ flux; active compounds read high. 0.42% of 310,000 active. B-score at 10 µM. AID 2227;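 active = B-score of calcium response area above 5 SD of library B-scores, with initial fluorescence ratio within 5 SD of library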;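 also: B-score of integrated fluorescence ratio over time as area under calcium response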
KLF5 inhibitor: suppresses KLF5 promoter-driven expression. DLD-1 KLF5 promoter-luciferase reporter, luminescence. inhibition, % at 5 µM. 0.23% of 290,000 active. AID 1700;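 active = inhibition above a per-plate limit of that plate's mean compound inhibition plus 3 SD, cut at about 60% in these data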;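 also: 0% = DMSO wells and 100% = LY294002 at 200 µM; higher means less KLF5 promoter-driven luciferase light; inactives centre near -14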
aSyn UTR inh: MLPCN primary screen, SNCA 5' untranslated region. alpha-synuclein 5'UTR reporter, inhibitor activity. inhibition, % (tested at 7.5 µM). 0.82% of 300,000 active. AID 1813; in the data active = inhibition above about 60%;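 also: H4 neuroglioblastoma cells stably carrying SNCA 5'UTR luciferase fusion; 0% = DMSO wells and 100% = positive control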
Starred values were filed as active, the others as inactive; i = inactive; . = no result given.

Screens in order: IEC-6 tox, TRPC4 agonist, TRPC6 activator, MrgX1 antagonist, TRPC4 inh, HIF activator, TRPC6 inh, SKKanGAS inh, TRPC4 PAM, KLF5 inhibitor, aSyn UTR inh
1	Cc1cc(C)n(C(C)n2nc(C)cc2C)n1
  -2, i, i, i, i, 0.2, i, 5, i, -16, 19
2	CCc1nn(CC(=O)N2CCN(Cc3ccc4c(c3)OCO4)CC2)c(=O)c2cc3occc3n12
  -1, i, i, ., i, 0.1, i, 1, i, -3, 21
3	CN(C(=O)CSc1ccccc1C(=O)O)C1CCCCC1
  -1, i, i, i, i, -0.5, i, -1, i, -24, -24
4	CCOC(=O)CSc1nc(-c2ccccc2)cc(C(F)(F)F)n1
  -8, i, i, i, i, -0.1, i, 11, i, -26, 1
5	CC1(C)CC(=O)/C(=C(/O)CCCN2C(=O)c3ccccc3C2=O)C(=NC(C)(C)C)C1
  0, i, i, i, i, -0.5, i, 8, i, -17, -2
6	COc1ccccc1-c1nc(SCC(=O)NCc2ccco2)c2c(=O)n(C)c(=O)n(C)c2n1
  0, i, i, i, i, -0.4, i, 4, i, -9, -1
7	CCOC(=O)c1nn(C)c(C)c1Cl
  -6, i, i, i, i, 0.5, i, -5, i, -12, -3
8	COc1ccc(C2C(=O)N(C3CCCCC3)CC(=O)N2CC2COc3ccccc3O2)cc1 (stereo not drawn)
  -6, i, i, i, i, -0.4, i, -4, i, -21, 11
9	CS(=O)(=O)N1CCC(C(=O)Nc2ccc(C(N)=O)cc2)CC1
  6, i, i, i, i, 0.4, i, 0, i, -10, -1
10	CCOC(=O)N1CCN(S(=O)(=O)Cc2ccccc2)CC1
  -5, i, i, i, i, 0.2, i, -8, i, 2, 21
11	CC(=O)Nc1ccc(SCC(=O)N2CCN(S(=O)(=O)c3ccccc3)CC2)cc1
  -1, i, i, i, i, 0.4, i, -8, i, 1, 10
12	Cn1c(SCC(=O)N2CCOCC2)nnc1-c1ccncc1
  -1, i, i, i, i, 0.0, i, -2, i, 6, -6
13	O=C(NCc1ccc(F)cc1)c1ccccc1OCc1ccccc1
  -5, i, i, i, i, -0.9, i, 1, i, -23, 32
14	O=C(COc1coc(CN2CCN(c3ccccc3F)CC2)cc1=O)N1CCc2ccccc21
  ., i, i, i, i, 0.2, i, -4, i, ., -3
15	c1ccc2c(c1)nc(N1CCCCC1)c1ccccc12
  7, i, i, i, i, 0.0, i, 1, i, -16, 24
16	CCOc1ccc(/C=C2\SC(=S)N(NS(=O)(=O)c3ccc(C)cc3)C2=O)cc1OC
  0, i, i, i, i, -0.1, i, 19, i, -16, -2
17	CC(=O)Nc1ccc(NC(=O)CSc2ncnn2-c2ccccc2)cc1
  -5, i, i, i, i, 0.5, i, -16, i, 3, 3
18	O=C(COc1ccc([N+](=O)[O-])cc1)Nc1cccc(C(=O)Nc2ccccc2C(=O)O)c1
  -3, i, i, i, i, -0.3, i, 10, i, -12, 13
19	CCN(CC)c1ccc(NC(=O)CSc2nc(C3CC3)nc3ccccc23)cc1C
  14, i, i, i, i, 0.0, i, 12, i, 8, -55
20	CCn1c(SCC(=O)Nc2nc3c(s2)CCCC3)nnc1-c1ccccc1
  0, i, i, i, i, -0.1, i, -6, i, -16, -3
21	O=C(CN1CCCC1)NN=C(c1ccccc1)c1ccccc1
  1, i, i, i, i, -0.5, i, 4, i, -19, 12
22	COc1ccc(CCn2c(=S)[nH]c3cc(C(=O)N4CCOCC4)ccc3c2=O)cc1OC
  6, i, i, i, i, 3.4, i, 29, 20*, 3, 7
23	O=C(OCC#CCSc1nnc(-c2ccncc2)o1)c1cccs1
  1, i, i, i, i, -0.3, i, 4, i, -20, -55
24	O=C(/C=C/c1cccc(F)c1)N1CCN(c2ncccn2)CC1
  -5, i, i, i, i, 0.4, i, -2, i, -57, -37
25	CCOC(=O)N1CCN(C(=O)CNC(=O)Cn2cnc3ccccc3c2=O)CC1
  -2, i, i, i, i, -0.2, i, 1, i, 9, 20
26	O=C(NCc1ccc(Cl)cc1Cl)C1CCN(S(=O)(=O)c2ccc3c(c2)OCCCO3)CC1
  1, i, i, -7.1*, i, -1.9, i, 1, i, -11, 6
27	Cc1c(Cl)ccc(S(=O)(=O)N2CCN=C2c2ccccc2)c1Cl
  4, i, i, i, i, -0.9, i, -3, i, -5, 24
28	CCOCCCNCC(=O)N1CCN(S(=O)(=O)c2ccc(C)cc2)CC1
  -2, i, i, i, i, -0.2, i, -1, i, -18, -2
29	CC(C)(C)c1ccc(C(=O)NC(=S)Nc2ccc(N3CCOCC3)cc2)cc1
  -2, i, i, i, i, 0.0, i, 9, i, -28, -24
30	COc1ccc(S(=O)(=O)N(C)CC(=O)Nc2ccccc2OC)cc1C
  0, i, i, i, i, -0.5, i, -2, i, -14, 22
31	CCCn1c(C(Cc2ccccc2)NC(=O)COC)nc2ccccc21 (stereo not drawn)
  1, i, i, i, i, 0.0, i, -2, i, -12, 8
32	COc1ccc(N(C)C(=O)c2ccc3c(Cl)c4c(nc3c2)CCCC4)c(OC)c1
  3, i, i, i, i, 2.6, i, 5, i, -4, -88
33	Cn1nc(-c2ccc(C(=O)Nc3cccc(Cl)c3)cc2)c2ccccc2c1=O
  -1, i, i, i, i, -1.1, i, 2, i, -37, 11
34	CCC(C)Sc1ccc([C@H]2N[C@@](CC(C)C)(C(=O)OC)[C@H]3C(=O)N(CC)C(=O)[C@@H]23)cc1 (stereo partly drawn)
  ., i, i, i, i, -0.2, i, 2, i, ., 12
35	O=C(NCCCn1ccnc1)/C(=C\c1cccs1)NC(=O)c1ccco1
  2, i, i, i, i, 0.3, i, -2, i, -24, 6
36	O=C(Nc1ccc(N2CCOCC2)cc1)C1(c2ccc(Cl)cc2)CCC1
  -5, i, i, i, i, 0.8, i, -4, i, -7, 8
37	O=c1c2c3c(sc2nc(N2CCNCC2)n1-c1cccc(Cl)c1)CCCCC3
  0, i, i, i, i, 0.7, -7.2*, 2, i, -12, 4
38	O=C1c2oc3ccccc3c(=O)c2C(c2cccs2)N1CCCN1CCOCC1 (stereo not drawn)
  6, i, i, i, i, -0.3, i, -3, i, -11, 9
39	COCC(=O)N1CCN(c2ccc([N+](=O)[O-])cc2)CC1
  -8, i, i, i, i, -0.4, i, -6, i, 9, 26
40	CCc1ccc(NC(=O)N(CCCN2CCOCC2)Cc2cccs2)cc1
  -6, 51*, i, i, i, -0.5, i, 2, i, -24, 2
41	NNC(=O)CCN1CCCCC1
  -2, i, i, i, i, 0.1, i, 1, i, 2, 2
42	CC(NS(=O)(=O)c1cccc(S(=O)(=O)c2ccccc2)c1)C(=O)O (stereo not drawn)
  -4, i, i, i, i, -0.2, i, -1, i, -11, 18
43	COCCN1Cc2cccc(C(=O)Nc3ccc(C)cc3)c2C1=O
  -2, i, i, -7.6*, i, 0.1, i, 11, i, 7, -8
44	CC(C(=O)NCc1cccnc1)N1C(=O)c2ccccc2C1=O (stereo not drawn)
  -1, i, i, i, i, -0.6, i, -14, i, -24, 14
45	O=C(CSc1ccccn1)Nc1cccc([N+](=O)[O-])c1
  -10, i, i, i, i, 0.7, i, 3, i, 6, -1
46	Cc1cc(NC(=O)COC(=O)CCS(=O)(=O)c2ccc(Cl)cc2)no1
  3, i, i, i, i, -2.9, i, 3, i, -31, 5
47	COc1cc(C(=O)N2CCCc3ccccc32)cc(OC)c1OC
  -2, i, i, i, i, -0.2, i, 3, i, -6, 6
48	O=C(Nc1cc(-c2ccccc2)[nH]n1)c1ccccc1F
  -3, i, i, i, i, 2.7, i, -4, i, -135, -207
49	O=C(COC(=O)c1ccccn1)c1cccc(Br)c1
  2, i, i, i, i, -0.3, i, -2, i, -1, -10
50	O=C1CN(C(=O)COC(=O)/C=C/c2ccc(S(=O)(=O)N3CCOCC3)cc2)c2ccccc2N1
  5, i, i, i, i, 0.2, i, -11, i, -23, -32

(list continues)
Screens in order: IEC-6 tox, TRPC4 agonist, TRPC6 activator, MrgX1 antagonist, TRPC4 inh, HIF activator, TRPC6 inh, SKKanGAS inh, TRPC4 PAM, KLF5 inhibitor, aSyn UTR inh
51	CC(=O)N(NC(N)=O)C(C)CC(=O)C1C(C)C=CCC1(C)C (stereo not drawn)
  -6, i, i, i, i, -0.1, i, 1, i, -5, -30
52	c1csc(-c2nnc(COc3ccc4c(c3)OCO4)o2)c1
  -3, i, i, i, i, 2.0, i, -2, i, -72, -55
53	CC1(C)CC2CC(C)(CN2C(=O)CCCN2C(=O)c3ccccc3C2=O)C1 (stereo not drawn)
  -1, i, i, i, i, 0.1, i, 7, i, -11, 17
54	CCOc1ccc(NC(=S)N(Cc2ccc(N(C)C)cc2)Cc2ccco2)cc1
  5, i, i, i, i, 0.2, i, 7, i, -23, -3
55	Cc1c(Cl)c([N+](=O)[O-])nn1CCCC(=O)N1CCN(c2ccccc2)CC1
  -4, i, i, -5.3*, i, -0.1, i, -3, i, -35, 22
56	CC(=NCc1ccco1)c1c(C)[nH]n(-c2nc3ccccc3s2)c1=O
  -3, i, i, i, i, -1.2, i, -10, i, -13, 31
57	Clc1cc(Cl)c2nc(N3CCOCC3)sc2c1
  1, i, i, i, i, 2.8, i, 0, i, -41, -156
58	O=C(COC(=O)/C=C/C(=O)N1CCN(c2ccccc2)CC1)NC(c1ccccc1)c1ccccc1
  -5, i, i, i, i, -0.9, i, 12, i, -20, -13
59	N/C(=N\OS(=O)(=O)c1cc(Cl)ccc1Cl)c1ccncc1
  -2, i, i, i, i, 0.1, i, 0, i, -18, 27
60	CC(C)c1cc2c(c(O)c1O)[C@@]13CCCC(C)(C)C1CC2OC3=O (stereo partly drawn)
  -1, i, i, -4.5*, i, 0.2, i, 15, i, -5, -126
61	COc1ccccc1CN(C(=O)CNC(=O)c1ccco1)C(C(=O)NCC1CCCO1)c1ccc(OC)c(OC)c1 (stereo not drawn)
  4, i, i, i, i, -1.9, i, -4, i, -9, -20
